Source: PubChem
IL-1B inflam inh: blocks inflammasome-driven IL-1 beta release. THP-1 LPS/ATP IL-1B secretion, AlphaLISA, 16 h; hits give low values. activity change, % at 57.5 µM. 360,000 tested, 4.7% active. AID 743279; in the data active = activity change below about -50%; inconclusive = mostly about -30% to -49%; note: % is set by controls: 0 for no effect and ±100 for the full control effect
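THP-1 cells pretreated 1 hr with compounds (up to 57.5 uM final), then stimulated with LPS (250 ng/mL final) plus ATP (1.25 mM final); secreted IL-1B measured by AlphaLISA after 16 hr, decreased signal indicating inhibition.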
GLP1R cytotox: cytotoxicity counter-screen for GLP-1 receptor inverse agonists; 410,000 tested, 0.13% active; Potency, µM (series often up to 38.3 µM), for the others: at the highest dose activity change, negative = inhibition, actives largely listed as inhibitors; HEK293 cAMP-luciferase reporter cells, luminescence, 24 h;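 note: loss of luciferase light is scored as toxicity; potency is the fitted concentration of half-maximal effect; % is set by controls: 0 for no effect and ±100 for the full control effect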
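MLSMR compounds, 24 hr on cells at 37 deg C/5% CO2; luminescence after luciferase reagent (12 min RT). Inhibition counted as the undesired cytotoxic outcome.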
KB-V1 MDR tox: kills drug-selected multidrug resistant KB-V1 cells | 400,000 tested, 3.4% active | Potency, µM (highest dose often 46.1 µM), without a hit: at the highest dose activity change, negative = cytotoxicity, usual class: cytotoxic | KB-V1 MDR cells viability, CellTiter-Glo, 72 h; note: potency is the fitted concentration of half-maximal effect; % is set by controls: 0 for no effect and ±100 for the full control effect; nearly all actives have a fitted effect of over 60% in size
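Cytotoxicity toward P-gp-expressing KB-V1 cells was determined as loss of CellTiter-Glo luminescence after 72 h at 37 degrees C. Compounds were tested in quantitative HTS format across a concentration range, with curves fitted to normalized data.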
DRD3 agonist: D3 dopamine receptor (human) agonism; AID 652048; 410,000 tested, 0.58% active; D3R DiscoveRx beta-arrestin cells, luminescence, 90 min; max activation, %; in the data active = max activation above about 30%; note: 0% is about no effect; mostly tested at two doses, the higher about 12 µM
Target sequence (P35462 whole entry, looked up): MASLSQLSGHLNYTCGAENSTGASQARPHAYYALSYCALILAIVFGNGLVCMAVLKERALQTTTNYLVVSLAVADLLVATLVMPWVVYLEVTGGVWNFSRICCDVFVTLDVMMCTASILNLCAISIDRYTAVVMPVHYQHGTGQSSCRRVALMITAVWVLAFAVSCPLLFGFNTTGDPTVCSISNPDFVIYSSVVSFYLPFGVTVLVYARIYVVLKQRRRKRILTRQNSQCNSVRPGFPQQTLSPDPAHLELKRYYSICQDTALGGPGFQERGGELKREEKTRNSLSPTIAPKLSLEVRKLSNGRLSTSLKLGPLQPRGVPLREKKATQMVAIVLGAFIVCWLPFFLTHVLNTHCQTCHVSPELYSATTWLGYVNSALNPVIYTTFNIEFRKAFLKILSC
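Agonist mode: compounds and dopamine controls were applied to plated cells for 90 min at 37 degrees C after an overnight attachment at 1500 cells/well. Luminescent read-out followed 30 - 60 minutes at room temperature with DiscoveRx detection reagent.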
HT1080NT lethal: kills 2HG-producing HT-1080-NT fibrosarcoma cells. HT-1080-NT fibrosarcoma viability, CellTiter-Glo ATP luminescence, 48 h. Potency, µM (highest dose often 46.1 µM), for the others: at the top dose activity, negative = less viability, hits mostly cytotoxic. 360,000 tested, 1.6% active;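 note: NT is the 2HG producing partner of a matched IDH1 knockdown line; potency is the fitted concentration of half-maximal effect; 0% = DMSO-treated cells and -100% = media-only wells without cells; nearly all actives have a fitted effect of over 55% in size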
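Compounds were tested in concentration-response format on HT-1080-NT cells for 48 hours at 37 degrees C. Cell viability came from CellTiter-Glo luminescence; curves were classified by r2, response magnitude and activity.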
SW480 rereplic: inducers of DNA re-replication in SW480 colon cancer cells. AID 624297. SW480 DNA re-replication, Hoechst DNA content imaging, 48 h. 340,000 tested, 1.8% active. Potency, µM (series often up to 46.1 µM), inactives show at the highest dose re-replication activation, usual class: activators; note: potency is the fitted concentration of half-maximal effect; % of control where 0% means no effect; nearly all actives have a fitted effect of over 55% in size
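Quantitative HTS format with DMSO vehicle controls; 48 hr drug incubation at 37 C, then 40 min Hoechst staining and scanning imager measurement at 405 nm excitation.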
HT1080 IDH1KD tx: kills HT-1080 cells with IDH1 knockdown; HT-1080 IDH1 knockdown viability, ATP luminescence, 48 h; Potency, µM (series often up to 46.1 µM), for inactives: at the highest dose activity, negative = toxicity, usual class: cytotoxic; 360,000 tested, 2% active;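 note: potency is the fitted concentration of half-maximal effect; 0% = DMSO wells and -100% = cell-free medium wells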
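Viability of IDH1-knockdown HT-1080 fibrosarcoma cells was assessed by CellTiter-Glo after 48 h at 37 °C with titrated compound; concentration-effect curves were classified by fit quality and response size.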
MCF10A rerep: DNA re-replication induction in MCF 10a cells; MCF 10A DNA re-replication, Hoechst nuclear intensity, 48 h; 350,000 tested, 2.9% active; AID 624296; Potency, µM (titrated, usually from 46.1 µM), without a hit: at the highest dose activity, positive = re-replication, hits mostly activators; note: potency is the fitted concentration of half-maximal effect; % of control where 0% means no effect; nearly all actives have a fitted effect of over 50% in size
KB-3-1 cytotox: KB-3-1 parental cell cytotoxicity; KB-3-1 viability, CellTiter-Glo ATP luminescence, 72 h; Potency, µM (highest dose often 46.1 µM), for the others: at the highest dose activity change, negative = cytotoxic, usual class: cytotoxic; 400,000 tested, 1.4% active; AID 1347075; note: potency is the fitted concentration of half-maximal effect; % is set by controls: 0 for no effect and ±100 for the full control effect; nearly all actives have a fitted effect of over 60% in size
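Here the drug-naive KB-3-1 line serves as comparator for MDR sub-line selectivity; cells received compound titrations, 72 h at 37 °C, then CellTiter-Glo readout.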
* hit, by the source's call; ? = inconclusive; · = no result given; [ ] = remark or other dose. Unless noted, calls come from the whole dose curve; as a rule, active = well fitted curve in the direction sought with a large enough effect; inconclusive = small, poorly fitted or top-dose-only effect, or another doubt; inactive = no such curve, though single readings can be large; an effect the other way counts as inactive or inconclusive.

compound,IL-1B inflam inh,GLP1R cytotox,KB-V1 MDR tox,DRD3 agonist,HT1080NT lethal,SW480 rereplic,HT1080 IDH1KD tx,MCF10A rerep,KB-3-1 cytotox
CC(C)c1ccc2[nH]c(O)c(N=NC(=O)c3cccc(S(=O)(=O)Nc4ccccc4Cl)c3)c2c1,31,7%,-15%,6,13%,-3%,8%,15µM*,14%
O=C1c2ccccc2C(=O)N1CC1c2ccccc2CCN1S(=O)(=O)c1ccccc1 (stereo not drawn),-13,-7%,-9%,4,-4%,-7%[9.22 µM],-1%,12%,-5%
O=C(COc1ccc(S(=O)(=O)Nc2ccc(Cl)cc2)cc1)N1CCOCC1,0,-1%,5%,19,0%,-5%,-2%,0%,-11%
CC1CCCC=CC2CC(OC(=O)CN(C)C)CC2C(O)C=CC(=O)O1 (stereo not drawn),0,?,?,-4,?,?,0.029µM*,?,0.0082µM*
CC(=O)Oc1ccc(/C=C2/Oc3ccccc3C2=O)cc1,?,-9%,?,4,-21%,-8%,-18%,-5%,-2%
CCCCn1c(-c2ccc(OC)cc2)nc2c(=O)n(C)c(=O)[nH]c21,2,15%,-4%,1,-4%,-25%,-3%,-1%,0%
Cc1ccc(OCC(=O)OCC(=O)c2cccc([N+](=O)[O-])c2)cc1C,15,4%,3%,-9,0%,-5%,26%,?,4%
CCc1nnc(NC(=O)CCC(=O)N2CCN(Cc3ccc(Cl)cc3)CC2)s1,5,5%,-29%,-14,-8%,-7%,-11%,0%,-4%
COC(=O)COc1ccc(S(=O)(=O)N2CCOCC2)cc1,-50*,4%,2%,-9,10%,-3%,13%,3%,-4%
CCOC(=O)C1=C(C)NC(=O)C1(NC(=O)c1cccnc1)C(F)(F)F (stereo not drawn),-24,1%,3%,-14,2%,-6%,7%,-11%,-29%

A second format for eight compounds above:
Under each structure: IL-1B inflam inh | GLP1R cytotox | KB-V1 MDR tox | DRD3 agonist | HT1080NT lethal | SW480 rereplic | HT1080 IDH1KD tx | MCF10A rerep | KB-3-1 cytotox
> CC(C)c1ccc2[nH]c(O)c(N=NC(=O)c3cccc(S(=O)(=O)Nc4ccccc4Cl)c3)c2c1
  31 | 7% | -15% | 6 | 13% | -3% | 8% | 15µM* | 14%
> O=C1c2ccccc2C(=O)N1CC1c2ccccc2CCN1S(=O)(=O)c1ccccc1 (stereo not drawn)
  -13 | -7% | -9% | 4 | -4% | -7%[9.22 µM] | -1% | 12% | -5%
> O=C(COc1ccc(S(=O)(=O)Nc2ccc(Cl)cc2)cc1)N1CCOCC1
  0 | -1% | 5% | 19 | 0% | -5% | -2% | 0% | -11%
> CC1CCCC=CC2CC(OC(=O)CN(C)C)CC2C(O)C=CC(=O)O1 (stereo not drawn)
  0 | ? | ? | -4 | ? | ? | 0.029µM* | ? | 0.0082µM*
> CC(=O)Oc1ccc(/C=C2/Oc3ccccc3C2=O)cc1
  ? | -9% | ? | 4 | -21% | -8% | -18% | -5% | -2%
> CCCCn1c(-c2ccc(OC)cc2)nc2c(=O)n(C)c(=O)[nH]c21
  2 | 15% | -4% | 1 | -4% | -25% | -3% | -1% | 0%
> Cc1ccc(OCC(=O)OCC(=O)c2cccc([N+](=O)[O-])c2)cc1C
  15 | 4% | 3% | -9 | 0% | -5% | 26% | ? | 4%
> CCc1nnc(NC(=O)CCC(=O)N2CCN(Cc3ccc(Cl)cc3)CC2)s1
  5 | 5% | -29% | -14 | -8% | -7% | -11% | 0% | -4%

Remaining list, next part:
compound,IL-1B inflam inh,GLP1R cytotox,KB-V1 MDR tox,DRD3 agonist,HT1080NT lethal,SW480 rereplic,HT1080 IDH1KD tx,MCF10A rerep,KB-3-1 cytotox
Cc1cc(NC(=O)c2ccc3c(c2)N(Cc2cccc(Cl)c2)C(=O)c2ccccc2S3=O)ccc1Br (stereo not drawn),·,4%,2%,3,·,·,·,·,10%
CC12CCCCC1(O)[N+](=O)C1=C(CCCC1)N2[O-] (stereo not drawn),7,-8%,4%,3,7%,1%,8%,-11%,6%
CC(=O)N1CCc2cc(Br)cc(S(=O)(=O)CCC(=O)NCCc3ccc(Cl)cc3)c21,·,-12%,8%,-10,·,·,·,·,-11%
O=C(COC(=O)c1nn(-c2ccccc2C(F)(F)F)cc1O)c1ccc(OC(F)F)cc1,2,4%,27%,6,2%,2%,1%,1%,12%
O=C(N/N=C/c1ccc([N+](=O)[O-])s1)C(O)c1ccccc1 (stereo not drawn),-8,11%,-28%,-3,?,14%,?,?,?
CNC(=S)Nc1ccc2nc(C)oc2c1,13,-2%,?,4,16%,2%[1.84 µM],16%,2%,-5%
CC1(C)CC(N2CCCC2)=CC(=[N+]2CCCCCC2)C1,-24,5%,-1%,2,?,-1%,12µM*,-2%,?
CSc1cccc(NS(=O)(=O)c2ccc3c(c2)CCN3C(C)=O)c1,-12,3%,-21%,4,-23%,-1%,-26%,?,-13%
O=C(NN1C(=O)C2C3C=CC(C4CC34)C2C1=O)c1cccc(Cl)c1 (stereo not drawn),19,1%[1.53 µM],-21%,-12,2%,3%,-5%,12%,4%
CC(=O)Oc1ccc2c(c1)Oc1cc(OC(C)=O)ccc1C21OC(=O)c2ccccc21,?,·,15%,8,-1%,-1%,-3%,-1%,-1%
CCCCC[C@@H]1[C@@H]2C(=C(OCC)C[C@@H]3C(=O)N(c4ccccc4)C(=O)[C@H]23)[C@H](c2ccccc2)N1S(=O)(=O)c1ccc(C)cc1,-8,17%,-42%,4,18%,·,18%,·,0%
COC(CN(C)C(=O)C1CCC(CNS(=O)(=O)c2ccc(C)cc2)CC1)OC (stereo not drawn),8,3%,10%,2,5%,92%,14%,7%,-2%
CCN(Cc1cc2ccccc2[nH]c1=O)S(=O)(=O)c1ccccc1,-12,-17%,-9%,11,14%,9%,11%,2%,-2%
O=C(CCCn1c(SCC(=O)c2ccc(F)cc2)nc2ccccc2c1=O)NCc1ccccc1,21,-6%,-10%,0,-27%,-1%,?,22%,-4%
O=C(CCc1c[nH]c2ccccc12)NCc1ccncc1,0,11%,11%,-4,22%,-4%,15%,-1%,-1%
O=C(COCc1cc(-c2ccc3c(c2)OCO3)on1)NCc1ccccc1Cl,·,5%,12%,5,·,·,·,·,14%
COc1cc(CC(=O)Nc2nc(C)cs2)cc(OC)c1OC,-4,-19%,-6%,15,2%,-4%,-1%,-6%,-17%
COCCCN1C(=O)c2ccc(C(=O)Nc3ccc(OC)cc3OC)cc2C1=O,19,2%,17%,3,9%,-4%,10%,-9%,3%
COc1ccc(CNC(=O)COC(=O)c2ccc(C)c(S(=O)(=O)N3CCOCC3)c2)cc1,-8,7%,-6%,2,-3%,-4%,-1%,-8%,0%
CCOC(=O)c1cnn(-c2nc(-c3ccccc3)nc3c2COC(C)(C)C3)c1N,-9,-4%,-9%,5,26%,-4%,16%[9.24 µM],1%,20%
O=S(=O)(c1ccccc1)c1nc(-c2cccs2)oc1SCc1ccc(F)cc1,·,1%,12%,2,·,·,·,·,-6%
COc1ccc(C2C(C(=O)Nc3ccccc3)=C(C)Nc3nc(-c4ccc(Cl)cc4)nn32)cc1 (stereo not drawn),·,2%,5%,4,·,·,·,·,-1%
CCCCSC(=S)NC1CCS(=O)(=O)C1 (stereo not drawn),-98*,?,-7%,-8,-29%,?,?,23µM*,0%
COc1cc(C2CC(=O)Nc3c2c(=O)[nH]c2nc4ccccc4n32)ccc1O (stereo not drawn),·,1%,-6%,-7,·,·,·,·,13%
O=C(N1CCCCC1)N1CCN(c2ccc(Cl)cc2)CC1,?,-3%,?,-4,-6%,-5%,-15%,4%,-6%
Cc1ccc(N2C(=O)NC(NC(=O)c3ccc(Cl)cc3)(C(F)(F)F)C2=O)cc1 (stereo not drawn),2,7%,-9%,-6,-2%,-4%,-15%,22%,0%
C=CCNc1nc(C(=O)OCC(=O)c2ccc(Cl)cc2)cs1,7,0%,23%,-12,2%,-7%,-2%,0%,1%
O=C(Nc1ccncc1)C1CC(=O)N(c2ccc(F)cc2)C1 (stereo not drawn),0,2%,19%,3,12%,-13%,4%,9%,?
CN1CC(=O)N(CC(=O)Nc2ccc3c(c2)CCC3)C1=O,-11,11%,5%,0,15%,-5%,19%,-3%,9%
CCCn1c2ccccc2c2cnn(CC(=O)NCCc3ccc(OCC)cc3)c(=O)c21,·,21%,-2%,0,·,·,·,·,5%
CCn1cc(C(=O)N2CCN(c3ccccc3F)CC2)c(=O)c2ccc(C)nc21,-3,-16%,-26%,0,6%,-14%,7%,10%,-3%
COc1ccc(/C=C(\NC(=O)c2ccccc2)C(=O)NCCN2CCOCC2)cc1OC,-10,5%,11%,0,2%,-3%,18%,-6%,-10%
CCc1ccccc1NC(=O)CSCc1cnn(-c2ccccc2)c1-n1cccc1,·,0%,-25%,-1,·,·,·,·,-26%
COc1ccc(OC)c(-n2c(=S)[nH]c3c(sc(=S)n3-c3ccccc3C)c2=O)c1,-3,2%,-19%,-5,18%,2%,8%,-1%,-2%
